PTHR1 ag: activates the human parathyroid hormone receptor PTHR1. hit rate 0.075% among 410,000. Q03431. HEK293 GP2 PTHR1 cells, GloSensor cAMP luminescence, 1 h. Potency, µM (top dose mostly 115 µM), inactives show top-dose activation, hits mostly activators. AID 743266; note: potency is the fitted concentration of half-maximal effect; nearly all actives have a fitted effect of over 55% in size; some results filed as inactive show a strong effect at the top dose; inactives centre near -15; many of its hits are not listed in these tables
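HEK-293-derived GP2 cells expressing PTHR1 and a GloSensor cAMP reporter, 3,000/well, plated overnight, given luciferin plus IBMX (each 0.5 mM as added) for 1 h at 37 °C, then compound for 1 h at 37 °C. Luminescence was read after 15 min at room temperature.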
DRD3 agonist: D3 dopamine receptor (human) agonism. D3R DiscoveRx beta-arrestin cells, luminescence, 90 min. hit rate 0.58% among 410,000. max activation, %. P35462; in the data active = max activation above about 30%; note: 0% is about no effect; mostly tested at two doses, the higher about 12 µM
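Agonist-mode cell screen: cells plated at 1500/well and incubated overnight at 37 °C, then exposed to library compounds for 90 min at 37 °C. Detection reagent was added for 30–60 min at room temperature, and luminescence was read.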
MmCpn inh: blocks the Methanococcus maripaludis chaperonin Mm-Cpn; purified Mm-Cpn ATPase, ADP Transcreener TR-FRET; Potency, µM (series often up to 76.9 µM), for inactives: at the highest dose activity, negative = inhibition, usual class: inhibitors; hit rate 0.031% among 330,000; note: potency is the fitted concentration of half-maximal effect; % is set by controls: 0 for no effect and ±100 for the full control effect; nearly all actives have a fitted effect of over 80% in size
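Measured: ADP formation by purified Mm-CPN. Conditions: 25 nM protein, 10 uM ATP, Tris pH 7.4 with Mg2+, K+ and DTT, 37°C for 30 min. Detection: Transcreener HTRF after 30 min at room temperature.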
D3 antag: D3 dopamine receptor (human) antagonism; hit rate 2.5% among 360,000; D3R cells, DiscoveRx beta-arrestin luminescence, antagonist mode; stronger effect = lower value; P35462; max response, negative = inhibition, %; AID 652054; in the data active = max response below about -50%; inconclusive = no clear call, values can overlap the other calls; note: % is set by controls: 0 for no effect and ±100 for the full control effect; mostly tested at two doses, the higher about 12 µM
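Cells plated overnight at 1500 cells/well, then exposed to library compounds with dopamine controls for 90 minutes at 37 degrees C. DiscoveRx reagent added for 30–60 minutes at room temperature; luminescence read, quantitative HTS format.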
EPAC2 antagonist: antagonists of human EPAC2; Q8WZA2; EPAC2 GEF exchange of Rap1B-BODIPY-GDP, fluorescence; Potency, µM (titrated, usually from 114 µM), without a hit: at the highest dose activity, negative = inhibition, most hits filed as inhibitors; hit rate 0.18% among 360,000; note: potency is the fitted concentration of half-maximal effect; % is set by controls: 0 for no effect and ±100 for the full control effect; nearly all actives have a fitted effect of over 45% in size; many of its hits are not listed in these tables
Target sequence (Q8WZA2 whole entry, looked up): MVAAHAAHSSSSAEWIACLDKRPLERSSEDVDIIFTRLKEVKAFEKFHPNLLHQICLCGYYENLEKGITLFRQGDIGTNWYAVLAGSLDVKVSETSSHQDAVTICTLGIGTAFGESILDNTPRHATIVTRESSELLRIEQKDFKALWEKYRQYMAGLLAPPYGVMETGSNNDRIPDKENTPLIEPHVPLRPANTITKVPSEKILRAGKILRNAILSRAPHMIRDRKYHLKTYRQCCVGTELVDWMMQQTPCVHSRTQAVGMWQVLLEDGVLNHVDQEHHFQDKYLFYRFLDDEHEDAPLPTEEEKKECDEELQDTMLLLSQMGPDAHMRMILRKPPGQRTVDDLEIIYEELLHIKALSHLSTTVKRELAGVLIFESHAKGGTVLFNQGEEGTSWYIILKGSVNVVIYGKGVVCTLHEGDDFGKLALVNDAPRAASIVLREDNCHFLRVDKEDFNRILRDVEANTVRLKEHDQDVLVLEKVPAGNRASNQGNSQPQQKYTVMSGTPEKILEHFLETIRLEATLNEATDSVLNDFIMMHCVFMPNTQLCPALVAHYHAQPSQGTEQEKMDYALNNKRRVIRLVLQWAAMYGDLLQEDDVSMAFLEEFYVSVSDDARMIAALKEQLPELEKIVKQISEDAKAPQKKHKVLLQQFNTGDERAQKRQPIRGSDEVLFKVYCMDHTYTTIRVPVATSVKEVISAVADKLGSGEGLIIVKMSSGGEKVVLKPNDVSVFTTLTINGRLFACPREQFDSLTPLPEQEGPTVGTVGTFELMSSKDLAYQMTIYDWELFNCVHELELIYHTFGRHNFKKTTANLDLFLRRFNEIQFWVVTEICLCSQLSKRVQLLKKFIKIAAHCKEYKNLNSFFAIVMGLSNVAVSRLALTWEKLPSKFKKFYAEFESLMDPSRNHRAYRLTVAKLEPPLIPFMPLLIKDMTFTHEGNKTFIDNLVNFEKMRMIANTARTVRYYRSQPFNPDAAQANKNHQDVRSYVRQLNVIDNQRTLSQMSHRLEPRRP
CCT chaperon mod: changes cytosolic chaperonin activity | AID 651819 | activity change, % (no concentration beside the values), hits read low | hit rate 0.3% among 360,000 | purified chaperonin ATPase assay, HTRF ADP detection, 30 min; in the data active = activity change below about -30%; note: % is set by controls: 0 for no effect and ±100 for the full control effect
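Enzyme 40 or 20 nM (batch-dependent) in Tris pH 7.4/KCl/MgCl2/DTT; cpd 76 uM single point; ATP 10 uM; 30 min 37 °C; Transcreener ADP HTRF detection, 30 min RT; ratio 665/615.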
pAkt inh: inhibitors of Akt phosphorylation; Neuro2A IGF-stimulated pAkt S473 HTRF, 20 min; stronger effect = lower value; activity change, % for hits at 50 µM; hit rate 0.32% among 360,000; AID 651550; in the data active = activity change below about -80%; inconclusive = mostly about -51% to -80%; note: % is set by controls: 0 for no effect and ±100 for the full control effect
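Neuro2A cells in DMEM with 0.5% FBS, overnight at 37 deg C, given compound at single 50 µM final, then IGF (6 nM final) for 20 min at 37 deg C. Lysed; phospho-Akt Ser473 by HTRF after 24 h, 665/615 ratio.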
EPAC2 agonist: EPAC2 (human) agonism. Q8WZA2. EPAC2 activation, biochemical qHTS; response scale: 100% = 6.5 mM cAMP response. Potency, µM (series often up to 154 µM), inactives show top-dose activation, usual class: activators. hit rate 0.079% among 360,000. AID 720711; note: potency is the fitted concentration of half-maximal effect; nearly all actives have a fitted effect of over 50% in size
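Compounds were titrated in qHTS against a Rap1B-BODIPY-GDP (250 nM) complex with EPAC2 (100 nM) and GDP (50 uM). BODIPY-GDP release tracked at 480/540 nm over 30 min at room temperature, normalized to 6.5 mM cAMP.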
An asterisk follows results filed as active; i = inactive; u = inconclusive; x = no result given; [ ] = another dose, or the depositor's remark. Unless noted, calls come from the whole dose curve; as a rule, active = well fitted curve in the direction sought with a large enough effect; inconclusive = small, poorly fitted or top-dose-only effect, or another doubt; inactive = no such curve, though single readings can be large; an effect the other way counts as inactive or inconclusive. An excerpt; the hit share may differ from the screen's.

SMILES	PTHR1 ag	DRD3 agonist	MmCpn inh	D3 antag	EPAC2 antagonist	CCT chaperon mod	pAkt inh	EPAC2 agonist
Cc1cc(O)c(C=Nc2cccc(Cl)c2)c(=O)o1	-17%	3	-3%	-4	3%	0.0	i	21%
CC(NC(=O)c1ccco1)c1nc(-c2ccccc2Cl)no1 (stereo not drawn)	5%	-8	0%	-1	-1%	-0.5	i	1%
C=CCN=C1S/C(=C/c2cccc([N+](=O)[O-])c2)C(=O)N1CC=C	-9%	6	1%	-7	-29%	0.6	i	6%
COCCCn1c(C)nnc1SCc1ccc(C(C)(C)C)cc1	-12%	5	1%	4	2%	-0.9	i	3%
Cc1cc(SCC(=O)OCC(=O)N2CCN(C(=O)c3ccco3)CC2)c(C)cc1Br	i	1	0%	5	-9%	-2.6	i	7%
Cc1ccc2c(c1)nnn2C1CCN(CC(=O)N(c2ccccc2)c2ccccc2)CC1	-91%[inhibitor]	-8	-5%	-6	-8%	0.9	i	13%
CC(C)Oc1ccc(-c2cc(C(=O)NCCN3CCOCC3)c3ccccc3n2)cc1	i	10	-4%	5	8%	0.3	i	-1%
COc1ccccc1/C=C/C(=O)N1CCN(S(=O)(=O)c2cc(C)ccc2C)CC1	-2%	-4	3%	-19	-7%	1.2	i	10%
COc1cccc(OCCNC(=O)c2ccc(C)cc2)c1	i	-5	0%	-7	8%	-1.7	i	7%
COc1ccc(Nc2nc(-c3ccncc3)nc3ccccc23)cc1	-3%	3	-5%	58	4%	0.1	i	3%
COc1cccc(-c2nc3sc4c(c3c(=O)[nH]2)CCCCC4)c1	-1%	0	-1%	-15	10%	-2.0	i	-8%
CCOc1ccccc1C(=O)Nc1cc(C)ccc1NC(=O)c1ccco1	i	6	4%	2	2%	-0.1	i	2%
CCCN1C(=O)SC(CC(=O)Nc2ccc(Br)cc2)C1=O (stereo not drawn)	-37%[inhibitor]	0	0%	14	1%	0.1	i	-3%
CCNS(=O)(=O)c1ccc2c3c(cccc13)C(=O)N2	i	1	-4%	1	3%[57.1 µM]	-0.6	i	1%
Cc1[nH]n(-c2ccccc2)c(=O)c1C=NCCc1ccccc1	i	1	-2%	-7	8%	-2.9	i	8%
COc1ccc2[nH]c(C)c(CCN(Cc3cccs3)C(=S)Nc3ccccc3)c2c1	-68%[inhibitor]	-4	-5%	1	-10%	0.6	i	19%
C[C@@H]1CN([C@@H](C)CO)C(=O)CCCn2nncc2CO[C@@H]1CN(C)S(=O)(=O)c1ccccc1C#N	-10%	-6	x	-10	0%	-2.1	i	19%
OCC[C@@H]1C[C@@H](O)[C@H](O)[C@]2(CCCCO2)O1	-23%	6	2%	33	-2%	-1.8	i	6%
CC1CCc2c(sc(NC(=O)Cn3nc(C(=O)O)c4ccccc4c3=O)c2C#N)C1 (stereo not drawn)	i	12	4%	52	-7%	-0.1	i	5%
O=C(COc1ccccc1[N+](=O)[O-])N1CCC(Cc2ccccc2)CC1	-31%[inhibitor]	-6	2%	-5	-4%	-0.2	i	20%
Cc1cc(C(=O)Nc2ccc3nc(C)sc3c2)c2ccccc2n1	i	0	-3%	-13	2%	-3.6	i	10%
CCOc1ccc(CNC(=O)C2CC(=O)N(C3CCCC3)C2)cc1OC (stereo not drawn)	5%[57.5 µM]	-11	0%	16	5%	-3.7	i	1%
CC(Sc1nc(-c2ccccc2)cc(C(F)(F)F)n1)C(=O)N1CCOCC1 (stereo not drawn)	-9%	0	0%	-12	-6%	-1.4	i	3%
CCc1ccccc1NC1=CC(=O)CC(C)(C)C1	-20%	-2	-2%	-4	15%	-3.2	i	15%
COc1ccc(-c2cn[nH]c2-c2ccc(OCc3ccc([N+](=O)[O-])cc3)cc2O)cc1OC	-49%[inhibitor]	2	1%	0	0%	-1.4	i	9%
Cc1cccc(/C=C/c2onc(C)c2S(=O)(=O)N2CCC(C(=O)NC(C)C)CC2)c1	-21%	-10	0%	u	-22%	-1.2	i	0%
COc1ccc(CCNC(=O)C23CCC(C)(C(=O)C2=O)C3(C)C)cc1OC (stereo not drawn)	i	6	-2%	-6	6%	0.0	i	3%
COc1ccc(S(=O)(=O)N2CCSC2)cc1C	-7%	-6	6%	11	13%	-1.1	i	17%
CCOc1ccc(C(=O)NCc2ccccc2)cc1Br	-12%	-4	2%	-2	-6%	-0.9	i	6%
Cc1noc(C)c1C(=O)Nc1nc(-c2ccc([N+](=O)[O-])cc2)cs1	-48%[inhibitor]	1	-2%	2	9%	-0.6	i	1%
COc1ccc(-c2csc(C(O)(c3ccccc3)C(F)(F)F)n2)cc1 (stereo not drawn)	-49%[inhibitor]	4	x	19	-28%	-1.6	i	4%
O=C(Nc1ccc(F)cc1F)c1ccc(S(=O)(=O)NCc2ccco2)cc1	-9%	-6	2%	5	-1%	-1.7	i	1%
O=C(NCC(=O)N1CCN(S(=O)(=O)c2ccccc2)CC1)c1ccc(Br)o1	i	-8	0%	-7	15%	-12	i	7%
Cc1cc(=O)oc2cc(OC(C)C(=O)O)c(Cl)cc12 (stereo not drawn)	-21%[57.5 µM]	1	-1%	5	1%	-4.3	i	9%
CCN(CC(=O)Nc1c(F)cccc1F)C(=O)Cn1c(=O)cnc2ccccc21	i	5	-9%	-7	3%	-0.7	i	4%
CC(C)C[C@H](NC(=O)Nc1cccc(C(F)(F)F)c1)C(=O)O	-15%[57.5 µM]	1	1%	u	-1%	-0.5	i	-11%
CCN(c1ccccc1)S(=O)(=O)c1ccc(NC(=O)c2ccco2)cc1	-14%	-4	-1%	0	-21%	-2.5	i	2%
CC(=O)Nc1ccc(N/C=C/C(=O)c2ccco2)cc1	-18%[57.5 µM]	-5	0%	0	-2%	0.3	i	12%
C/C(=N\NC(=O)c1cc(C(C)C)[nH]n1)c1ccco1	-25%	3	1%	-3	10%	-3.6	i	11%
CCOc1ccc(C(=S)N2CCOCC2)cc1	-23%[57.5 µM]	-3	-1%	-11	-1%	-1.2	i	14%
COc1ccc(CCN2C(=O)CCC2(C)c2nnnn2-c2ccc3c(c2)OCCO3)cc1OC (stereo not drawn)	i	2	x	43	-1%	-0.8	i	6%
CCCC(=O)Nc1ccccc1NC(=O)c1ccc(OC)cc1	i	0	2%	10	3%	-1.3	i	9%
Cc1cc2c(cc1S(=O)(=O)NCCc1ccc(Cl)cc1)OCC(=O)N2	-17%	-6	-2%	-8	3%	0.9	i	1%
CN(Cc1ccc(Cl)cc1Cl)C(=O)CNC(=O)c1ccc2c(c1)OCO2	-42%[inhibitor]	-9	1%	-4	-2%	-4.8	i	0%
COc1ccc(-c2noc(C3CCCN(C(=O)c4cccs4)C3)n2)cc1 (stereo not drawn)	i	15	-1%	11	-1%	1.1	i	10%
Cc1ncc(CO)c(/C=N/Nc2cccc(Cl)n2)c1O	-17%	1	-2%	-2	-4%	-1.3	i	4%
O=C(Nc1cccc([N+](=O)[O-])c1)C12CC3CC(C1)CC(n1cnc([N+](=O)[O-])n1)(C3)C2	-6%	3	-1%	7	0%	-2.2	i	2%
Cc1cc(C)cc(-n2ncc3c2CCCC3NC(=O)C2CCC2)c1 (stereo not drawn)	-12%	3	-5%	9	-1%	-0.9	i	6%
COc1ccc(OC)c(-c2nnc3n2N=C(c2ccc(OC)c(OC4CCOC4)c2)CS3)c1 (stereo not drawn)	8%	x	-10%	x	16%	x	x	-3%
CC1=C(C(=O)OC(C)(C)C)C(c2cccs2)NC(=O)N1 (stereo not drawn)	-16%	-2	0%	10	-3%	0.9	i	-4%
CCOC(=O)c1c(NC(=O)COC(=O)c2ccccn2)sc(C)c1C	i	9	0%	6	-4%	0.3	i	2%
CC(C)C(=O)Nc1cc(C(F)(F)F)ccc1N1CCOCC1	-17%[57.5 µM]	2	0%	-1	-2%	-4.5	i	-1%
Cc1nc2ccccc2n2c(O)c(CC(=O)O)cc12	i	7	-3%	12	46%[activator]	-6.4	i	112µM*
Cc1nn(CC(=O)Nc2ccc(N(C)C)cc2)c(C)c1[N+](=O)[O-]	-2%	-5	-1%	3	-18%	1.5	i	-2%
COC(=O)c1cccc(CSc2nc3ccccc3[nH]2)c1	-46%[inhibitor]	3	5%	13	-9%	-0.3	i	8%
CCCCC1CC(C)(C(=O)CSc2nc3ccccc3s2)OC1=O (stereo not drawn)	-10%	5	-3%	59	-4%	-0.4	i	5%
Cc1ccc(S(=O)(=O)C2(C(=O)Nc3ccc(Br)cc3)CC2)cc1	-10%	-8	-1%	4	u	0.2	i	11%
Cc1cc(=O)oc2cc(OCC(=O)OCc3nnc(-c4ccccc4)o3)ccc12	i	0	-4%	7	8%	0.7	i	-5%
COc1cc(CC(=O)O)c([N+](=O)[O-])cc1OC	i	-1	1%	11	-1%	-10	i	0%
O=[N+]([O-])c1ccc(/C=N/Nc2nc(N3CCCC3)nc(N3CCCC3)n2)o1	-8%[57.5 µM]	-5	-1%	4	-7%	-0.8	i	11%

Record cards, from the list above.
`Cc1nc2ccccc2n2c(O)c(CC(=O)O)cc12` in the list: PTHR1 ag: i; DRD3 agonist: 7; MmCpn inh: -3%; D3 antag: 12; EPAC2 antagonist: 46%[activator]; CCT chaperon mod: -6.4; pAkt inh: i; EPAC2 agonist: 112µM*
`O=C(Nc1cccc([N+](=O)[O-])c1)C12CC3CC(C1)CC(n1cnc([N+](=O)[O-])n1)(C3)C2` in the list: PTHR1 ag: -6%; DRD3 agonist: 3; MmCpn inh: -1%; D3 antag: 7; EPAC2 antagonist: 0%; CCT chaperon mod: -2.2; pAkt inh: i; EPAC2 agonist: 2%

More compounds follow.
SMILES	PTHR1 ag	DRD3 agonist	MmCpn inh	D3 antag	EPAC2 antagonist	CCT chaperon mod	pAkt inh	EPAC2 agonist
CSc1ccc(-c2cc3c(c4c2ccn4C)C2CCC3C2)cc1 (stereo not drawn)	-3%	6	x	25	0%	-0.1	i	7%
COc1cccc(C(C)NC(=O)Cc2cccs2)c1 (stereo not drawn)	i	3	1%	-3	2%	1.4	i	-3%
O=C(CN1CCOCCOCCOCC1)Nc1ccccc1	-16%[57.5 µM]	-15	2%	-15	17%	3.9	i	3%
CCCCCCC(=O)c1c(C)[nH]c(C(=O)OCC)c1C	-18%	0	-2%	2	4%	-1.0	i	-9%
COc1ccc(-c2nn(-c3ccccc3)cc2N)cc1	-34%[inhibitor]	3	0%	11	2%	-1.8	i	9%
